Source: PubChem BioAssay
PG9 binder: binds the HIV-1 gp120 antibody PG9; AID 624416; inhibition, % at 6.7 µM; TR-FRET gp120-PG9 antibody binding; hit rate 0.43% among 360,000; in the data active means inhibition above about 8.5%
MBD2 inh: blocks human MBD2 binding to methylated DNA; hit rate 0.31% among 370,000; inhibition, % at 4.4 µM; Q9UBB5; TR-FRET, MBD2 binding to methylated oligonucleotide; in the data active means inhibition above about 13%
LEDGF integ inh: blocks HIV-1 LEDGF/p75-dependent DNA integration; hit rate 0.64% among 370,000; AID 743269; inhibition, % at 3.7 µM; TR-FRET IN-LEDGF/p75 DNA integration, Eu/Cy5;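 active means inhibition above the screen-wide mean plus 3 SD, cut at about 13% in these data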;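 further: signal is the Cy5 over europium emission ratio at 671 and 618 nm; 0% = plate median of compound wells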
HTRA1 inh: HTRA1 (human) protease inhibition; recombinant HTRA1, FP-rhodamine activity-based probe, fluorescence polarization; inhibition, % at 5.96 µM; hit rate 0.5% among 340,000; AID 504803; in the data active means inhibition above about 36%;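 further: 0% = enzyme with DMSO and 100% = wells lacking enzyme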
ABHD4 inh: ABHD4 (mouse) inhibition, primary FP screen. Q8VD66. hit rate 0.54% among 370,000. inhibition, % at 8.92 µM. purified mABHD4, FP-Rh probe fluorescence polarization;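 active means inhibition exceeding the mean over every tested compound plus 3 SD, cut at about 30% in these data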;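 further: 0% = plate median of compound wells and 100% = S159A mutant with DMSO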
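assay system = mABHD4 protein | compound dosing = single nominal dose of 8.92 µM, 0.89% DMSO final | read-out basis = percent inhibition of probe binding, normalized to plate controls | schedule = Enzyme–compound pre-incubation 45 min, then probe 60 min, both 25 °C | detection = fluorescence polarization, excitation 525 nm, emission 598 nm, BODIPY TMR filters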
TCR-CD3 inh: blocks the human TCR-CD3 interaction; TAMRA-labeled TCR probe fluorescence, biochemical; inhibition, % at 9.4 µM; hit rate 0.37% among 360,000; AID 651800; in the data active means inhibition above about 19%;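 further: recombinant mutant TCR 2C K166C tagged with TAMRA read by polarization; 0% = receptor in buffer alone and 100% = receptor with positive control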
rCAG binder: r(CAG) repeat RNA binding; inhibition, % at 3 µM; hit rate 1.3% among 370,000; TO-PRO-1 dye displacement fluorescence; AID 651821;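 active means inhibition above the plate cutoff, the mean of all test compounds on that plate plus 3 SD, cut at about 35% in these data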;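 further: 0% = DMSO alone and 100% = 100 µM mitoxantrone as full dye displacement; higher means more dye released from RNA so lower well fluorescence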
UHRF1 binding: UHRF1 methyl-DNA binding inhibition | hit rate 0.75% among 370,000 | Q96T88 | UHRF1 binding to methylated oligo, TR-FRET | inhibition, % at 4.4 µM; in the data active means inhibition above about 21%;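 further: UHRF1 SRA domain binding a hemimethylated CpG hairpin DNA probe; 0% = median of test compound wells and 100% = reference inhibitor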
Rev-erbA mod: Rev-erb alpha (human) modulation | P20393 | Rev-erbα–FITC-DNA binding, fluorescence polarization, 90 min | activity, % at 10 µM | hit rate 0.79% among 370,000;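 active means activity above about 14%, limit read from the data; passing the limit was not always enough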;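 further: 0% = DMSO wells with 35 nM protein and 100% = DMSO wells with 750 nM protein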
Target sequence (P20393 whole entry, looked up): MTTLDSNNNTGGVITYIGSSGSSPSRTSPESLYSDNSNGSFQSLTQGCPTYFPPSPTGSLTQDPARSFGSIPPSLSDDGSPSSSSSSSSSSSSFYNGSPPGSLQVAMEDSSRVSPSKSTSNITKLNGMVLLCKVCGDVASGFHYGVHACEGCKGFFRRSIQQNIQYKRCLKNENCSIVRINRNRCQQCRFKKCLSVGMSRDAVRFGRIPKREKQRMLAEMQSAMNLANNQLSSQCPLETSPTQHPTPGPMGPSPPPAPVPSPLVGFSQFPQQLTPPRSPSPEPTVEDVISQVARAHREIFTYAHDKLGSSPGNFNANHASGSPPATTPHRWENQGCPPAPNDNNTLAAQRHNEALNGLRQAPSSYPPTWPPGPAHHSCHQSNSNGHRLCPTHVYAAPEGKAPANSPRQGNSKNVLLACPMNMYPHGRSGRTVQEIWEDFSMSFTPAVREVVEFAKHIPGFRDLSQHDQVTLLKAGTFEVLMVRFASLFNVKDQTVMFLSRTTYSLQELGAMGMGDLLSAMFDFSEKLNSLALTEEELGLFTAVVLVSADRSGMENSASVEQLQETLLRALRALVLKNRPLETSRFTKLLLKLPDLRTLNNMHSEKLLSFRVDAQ
PRMT1 FP inh: PRMT1 (human) inhibition, primary screen; Q99873; recombinant PRMT1, activity-based probe fluorescence polarization; inhibition, % at 2.79 µM; hit rate 1.3% among 370,000; AID 652257;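 active means inhibition above about 21% made by adding two undisclosed values, limit read from the data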
Target sequence (Q99873 whole entry, looked up): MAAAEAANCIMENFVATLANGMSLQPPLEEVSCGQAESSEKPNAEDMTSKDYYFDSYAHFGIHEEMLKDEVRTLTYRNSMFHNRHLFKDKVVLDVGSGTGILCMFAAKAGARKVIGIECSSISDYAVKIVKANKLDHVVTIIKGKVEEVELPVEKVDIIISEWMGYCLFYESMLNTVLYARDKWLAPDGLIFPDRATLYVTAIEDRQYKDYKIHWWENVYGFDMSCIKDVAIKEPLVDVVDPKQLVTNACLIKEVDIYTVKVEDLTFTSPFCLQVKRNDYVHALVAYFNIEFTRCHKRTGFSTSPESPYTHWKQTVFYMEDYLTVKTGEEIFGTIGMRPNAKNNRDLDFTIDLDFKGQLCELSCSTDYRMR
Starred values were filed as active, the others as inactive; / = no result given. Some of the compounds tested. The share of hits here may be higher or lower than overall.

SMILES	PG9 binder	MBD2 inh	LEDGF integ inh	HTRA1 inh	ABHD4 inh	TCR-CD3 inh	rCAG binder	UHRF1 binding	Rev-erbA mod	PRMT1 FP inh
O=C1CC(NS(=O)(=O)c2cccs2)CN1c1ccc(F)cc1 (stereo not given)	0.4	-7	2	-3	1	8	1	-1	4	3
Cc1cc(NC(=O)CCN2CCCCC2)ccc1Br	0.3	7	3	0	0	5	-3	-2	1	-7
O=C(COC(=O)CNC(=O)c1cccc(OC(F)F)c1)NNC(=O)c1ccccc1	0.2	-9	-1	7	6	0	2	0	-9	1
CC(C)(C)OC(=O)[C@H]1[C@H](c2ccc([N+](=O)[O-])cc2)C2(C(=O)c3ccccc3C2=O)C2c3ccccc3C=NN21 (stereo not given in full)	0.4	1	1	-8	25	0	36*	-5	2	4
CCOC(=O)C1(S(=O)(=O)c2ccccc2)CCN(Cc2ccc(Cl)cc2)CC1	-0.8	-5	3	-15	-1	7	-7	-3	-2	-1
O=C(C1=C(O)C(=O)N(CCOCCO)C1c1ccccn1)c1cccs1 (stereo not given)	0.5	-6	-3	-3	8	-2	0	12	-1	1
CCN(C[C@H]1N[C@@](C)(C(=O)OC)[C@H]2C(=O)N(Cc3ccccc3)C(=O)[C@@H]12)S(=O)(=O)c1ccc(C)cc1	-0.4	1	-3	-9	4	2	-1	-2	3	0
COc1cc2c(cc1OC)CN(Cc1nc3ccsc3c(=O)[nH]1)CC2	0.5	-1	6	2	7	0	4	-7	-3	2
CCOc1ccc(NC(=O)c2ccc(NC(=O)CSc3nc4ccccc4c(=O)[nH]3)cc2)cc1	0.4	0	-2	-2	1	2	1	-1	-4	-1
C/C(N)=C(/C#N)C(=O)CSc1nnc(-c2ccccc2Br)o1	1.2	-5	1	4	3	8	0	1	15	-2
COc1ccc(N(CC(=O)N2CCC(C(N)=O)CC2)S(=O)(=O)c2ccccc2)cc1	2.8	-5	1	-8	3	-6	0	-1	3	2
O=C(NC(=O)c1ccccc1F)Nc1nc(-c2cccs2)cc(C(F)(F)F)n1	-1.5	8	-5	-4	-6	-8	-1	6	6	9
COc1ccc2c(c1OC)CCC2=O	-2.0	-1	1	4	0	-6	2	-1	0	-2
CS(=O)(=O)c1ccc(C(=O)OCC(=O)Nc2cccc(S(=O)(=O)N3CCCC3)c2)cc1	-0.8	-2	3	5	2	1	8	-1	-1	-4
Cc1cccc(N2CCN(C(=O)c3cc4n(n3)C(C(F)(F)F)CC(c3ccco3)N4)CC2)c1C (stereo not given)	1.9	1	-3	-32	-7	-2	-3	1	5	7
O=C(NCCc1nc2ccccc2[nH]1)c1cccc(Br)c1	0.0	-5	-3	-7	1	-3	-2	2	-1	3
CCNC(=O)NC(=O)C(C)OC(=O)C(C)(C)Oc1ccc(Cl)cc1 (stereo not given)	-1.3	7	-2	-2	-2	2	-9	26*	4	-1
COc1cc(NC(=O)c2ccc3c(c2)OCO3)ccc1NC(=O)c1cccs1	0.6	2	8	-19	-9	6	2	1	8	-5
O=C(NCc1ccccc1Cl)c1cc([N+](=O)[O-])ccc1Cl	-0.9	0	-5	2	-2	0	4	7	-3	2
Cc1ccc(-n2ncc(C(=O)NC3CC3)c2C2CCN(C(=O)OC(C)(C)C)CC2)c(C)c1	0.5	-4	-1	-7	0	0	-7	-2	-1	0
COc1ccc(/C=N/NC(=O)CCNc2n[nH]c(=O)[nH]c2=O)c(OC)c1	-1.0	-2	0	11	-4	6	-1	2	-3	-2
CCCS(=O)(=O)c1snnc1C	-1.4	-4	2	-1	-12	-5	5	4	-5	-2
CC1C(=O)NN=C1C(=O)N/N=C\c1ccc(O)cc1O (stereo not given)	-8.1	-9	1	6	7	5	1	-5	-1	1
CCCc1cc(-n2ccnc2C)n2c(nc3ccccc32)c1C#N	-1.8	4	-2	1	7	-2	0	3	-5	4
C/C(N)=C(/C#N)C(=O)COC(=O)CC12CC3CC(CC(C3)C1)C2	-1.0	7	3	-9	-5	-4	-4	12	-1	-1
CCc1ccccc1NC(=O)CN1CCN(C(=O)CN2C(=O)NC3(CCCCC3C)C2=O)CC1 (stereo not given)	-0.8	3	4	-1	0	2	-5	2	4	-4
COc1ccccc1-c1nc(-c2ccccc2)nc(N2CCN(C)CC2)c1C#N	-1.7	2	4	-10	-2	1	-2	5	4	-5
O=C(CC(=O)Nc1ccc(Cl)cc1)N/N=C\c1cccc(F)c1	-2.1	-2	-1	1	0	2	4	0	5	-3
Cc1cccc(CSc2nncc(=O)[nH]2)c1	-0.5	6	-5	1	-12	-4	9	2	2	7
CCOC(=O)C1=C(C)NC2=C(C1c1ccc([N+](=O)[O-])cc1)S(=O)(=O)c1ccccc12 (stereo not given)	-0.3	3	-2	-1	2	-5	10	0	0	4
Cc1ccccc1NC(=O)CN(C)S(=O)(=O)c1cccc2cccnc12	-2.4	4	0	-2	-2	9	-2	1	4	1
O=C(/C=C/c1ccc(F)cc1)N1CCCN(C(=O)/C=C/c2ccc(F)cc2)CC1	-1.3	3	25*	-2	-2	0	-4	6	-3	1
CCOC(=O)/C=C/C(=O)OCC(=O)N1CCN(C(=O)c2ccco2)CC1	-2.4	1	3	-3	8	3	1	-1	-2	-3
CCOc1ccccc1N(CC(=O)NC1CCCC1)C(=O)CNC(=O)c1cccs1	0.2	0	-4	4	-2	1	-2	4	0	5
Cc1ccc(NC(=O)CNC(=O)c2ccco2)c(Cl)c1	-2.2	3	-4	3	0	-3	1	4	5	2
Nn1c(SCC(=O)N2CCCC2)nnc1C1CCCCC1	0.0	-1	3	-3	5	7	3	0	1	1
O=C1NC[C@@H](Cc2ccc(O)cc2)N(CCc2cc(C(F)(F)F)cc(C(F)(F)F)c2)C1=O	-1.5	-7	2	/	15	2	0	0	2	-1
Cc1onc(-c2ccccc2)c1C(=O)Nc1ccc(C(=O)N2CCCCC2)cc1	-1.6	-1	2	-7	4	-1	-5	-1	-6	0
O=C(NCCN1CCN(c2ccccc2)CC1)c1cccn2c(=O)c3cc(Cl)ccc3nc12	-0.2	3	-1	-1	5	7	2	0	3	-1
COc1ccc(C(=O)Nc2ccc(N3CCN(C(=O)c4ccccc4)CC3)cc2)cc1[N+](=O)[O-]	-1.1	6	-1	-2	-2	-2	7	3	-3	6
CC(=O)c1ccc(NC(=S)NCCCn2ccnc2)cc1	-1.8	3	1	1	6	2	-1	1	-4	-4
O=C(OCn1nnc2ccccc2c1=O)c1ccc(O)cc1	1.2	-3	1	0	-6	-1	0	2	-3	6
CCCC(=O)N1CCC[C@]2(CC[C@@H](CCC#N)O2)C1	/	2	-1	/	4	/	1	1	-3	2
C[C@]12CC[C@@H]3c4ccc(O)cc4CC[C@H]3[C@@H]1C[C@@H](O)[C@@H]2O	-0.5	1	0	3	-6	-5	1	2	3	0
Cc1ncc(CSc2ccc(Cl)cc2)c(CO)c1O	1.1	-2	-4	0	7	-4	3	4	1	8
O=C(COC(=O)c1ccccc1C(=O)c1ccc(Cl)cc1)NC(c1ccccc1)c1ccccc1	17*	8	2	-2	-3	-11	24	4	35*	2
CCN(CC)S(=O)(=O)c1ccc(C(=O)Nc2cc3oc4ccccc4c3cc2OC)cc1	-6.0	4	1	-7	-8	4	9	0	9	-2
CCOCCCNC(=O)CN1C(=O)C(CC)Oc2ccccc21 (stereo not given)	1.6	8	-1	-2	-6	-3	-4	3	5	9
CCOc1ccc(CCNC(=O)c2cnccn2)cc1OCC	-2.4	-1	3	3	4	1	-4	-1	4	1
O=C(NNC(=O)c1ccccc1[N+](=O)[O-])c1cnccn1	0.1	8	1	12	-9	-9	-1	10	0	2
N#CCCNC(=O)CCN1CCCCC1	-0.9	1	1	-3	3	1	0	0	-7	-2
CCC(NC(=O)CCC(=O)N1CCN(S(=O)(=O)c2ccc(C)cc2)CC1)c1ccc(C)cc1 (stereo not given)	-0.8	-7	3	0	-1	-5	-2	1	-3	-7
CCN(CC)S(=O)(=O)c1ccc(S(=O)(=O)N2CCN(C(=O)c3ccco3)CC2)cc1	0.6	3	-3	-6	4	2	0	2	1	-1
O=C(NCCOc1ccccc1-c1ccccc1)c1ccco1	-0.8	0	-4	-4	-3	1	-3	2	1	0
CCOC(=O)N1CCN(Cc2nc(-c3ccc(C)cc3)no2)CC1	0.2	8	2	-1	-4	-9	0	6	0	0
Cc1ccc(NC(=O)C(C)N2CCCc3ccccc32)cc1S(=O)(=O)N1CCOCC1 (stereo not given)	-1.2	-2	-3	9	2	4	3	-1	-7	-3
COc1ccc2[nH]c(=O)c(CN(Cc3ccc(C)cc3)Cc3nnnn3CC3CCCO3)cc2c1 (stereo not given)	2.7	-2	0	-7	-5	1	-1	-1	-2	3
CCCCn1c(N)c(N(CCC(C)C)C(=O)c2cc(CC)c(C)s2)c(=O)[nH]c1=O	-3.8	-7	7	2	6	1	0	-3	5	-3
Cc1cnc(C(=O)Nc2nnc(SCc3c(Cl)cccc3Cl)s2)cn1	-0.4	-4	1	6	1	6	2	-2	1	-2
c1cc2c(cc1Cn1cnnn1)OCO2	0.1	1	-1	4	3	5	0	1	-2	2

Continued.
SMILES	PG9 binder	MBD2 inh	LEDGF integ inh	HTRA1 inh	ABHD4 inh	TCR-CD3 inh	rCAG binder	UHRF1 binding	Rev-erbA mod	PRMT1 FP inh
COc1ccc(OC)c(NC(=O)NNC(=O)CCCOc2ccc(Cl)cc2C)c1	1.3	-8	-1	-4	1	-1	2	-3	-2	0
CCC1C(=O)CC(c2ccc([N+](=O)[O-])cc2)NC1c1ccc([N+](=O)[O-])cc1 (stereo not given)	-0.5	-1	0	0	0	5	0	-1	-2	-2
CC1=C(C(=O)OCc2ccccc2)C(c2ccc(N3CCOCC3)cc2)NC(=O)N1 (stereo not given)	1.1	0	0	-3	-2	-8	4	-1	-1	0
O=C(Cc1ccc(Br)cc1)OCC(=O)N1CCCCCC1	-2.1	2	4	6	-5	1	0	-1	3	-2
O=C(Nc1ccc(F)cc1)OCc1cn(Cc2ccccc2Cl)nn1	/	-1	1	/	-5	/	0	1	-1	-3
COc1ccc(C(=O)OC(C)C(=O)NC(C)CCc2ccccc2)c(OC)c1 (stereo not given)	-0.7	-4	-1	-13	1	4	-10	1	-8	-2
O=C(NCC(O)COc1ccc([N+](=O)[O-])cc1)Nc1ccccc1 (stereo not given)	-2.1	-5	1	5	1	5	1	0	-3	-4
CCc1ccc(S(=O)(=O)Nc2ccc(-c3nc4cccnc4s3)cc2)s1	0.8	-6	2	-25	-8	6	57*	-2	14	-1

Retrieved by compound from the list above:
SMILES	PG9 binder	MBD2 inh	LEDGF integ inh	HTRA1 inh	ABHD4 inh	TCR-CD3 inh	rCAG binder	UHRF1 binding	Rev-erbA mod	PRMT1 FP inh
O=C(Cc1ccc(Br)cc1)OCC(=O)N1CCCCCC1	-2.1	2	4	6	-5	1	0	-1	3	-2
CCC1C(=O)CC(c2ccc([N+](=O)[O-])cc2)NC1c1ccc([N+](=O)[O-])cc1 (stereo not given)	-0.5	-1	0	0	0	5	0	-1	-2	-2
O=C(NCC(O)COc1ccc([N+](=O)[O-])cc1)Nc1ccccc1 (stereo not given)	-2.1	-5	1	5	1	5	1	0	-3	-4
COc1ccc(OC)c(NC(=O)NNC(=O)CCCOc2ccc(Cl)cc2C)c1	1.3	-8	-1	-4	1	-1	2	-3	-2	0
O=C(Nc1ccc(F)cc1)OCc1cn(Cc2ccccc2Cl)nn1	/	-1	1	/	-5	/	0	1	-1	-3
